From PubChem
GPR151 activ = activators of human GPR151, primary screen, cell-based, PathHunter beta-arrestin, luminescence; activation, % at 11.2 µM; PathHunter beta-arrestin GPR151 cells; 1% of 650,000 active; AID 1508602, 2020; in the data active = activation above about 4.9%;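 also: 0% = median of compound wells and 100% = cells with positive control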
Target sequence (Q8TDV0 whole entry, looked up): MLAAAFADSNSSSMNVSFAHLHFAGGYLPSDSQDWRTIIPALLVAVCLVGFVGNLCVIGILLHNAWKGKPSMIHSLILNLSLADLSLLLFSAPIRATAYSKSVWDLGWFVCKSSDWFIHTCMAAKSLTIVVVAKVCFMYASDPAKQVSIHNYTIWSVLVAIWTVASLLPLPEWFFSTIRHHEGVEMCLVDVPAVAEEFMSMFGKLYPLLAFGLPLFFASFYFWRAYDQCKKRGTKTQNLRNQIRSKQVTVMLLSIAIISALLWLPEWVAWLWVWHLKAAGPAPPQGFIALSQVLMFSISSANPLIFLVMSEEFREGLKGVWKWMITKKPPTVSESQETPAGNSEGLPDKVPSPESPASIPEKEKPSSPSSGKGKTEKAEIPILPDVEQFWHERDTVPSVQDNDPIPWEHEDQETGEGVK
TEAD-YAP inh = TEAD-YAP interaction inhibition, primary screen, TEAD-YAP interaction inhibitor project, luminescence, HEK-TIYL cells. inhibition, % at 9.12 µM. TEAD-Gal4/YAP UAS-luciferase luminescence. AID 1259422, 2018. 1.4% of 640,000 active; in the data active = inhibition above about 32%;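 also: 0% = median of test compound wells and 100% = reference inhibitor wells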
FBW7 activator = FBW7 E3 ligase activators, primary screen, biochemical, AlphaScreen, human. AlphaScreen FBW7–phospho-cyclin E peptide binding, activator screen. normalized activity (activation), % at 26.1 µM. 0.13% of 650,000 active. F-box/WD repeat-containing protein 7 (Homo sapiens), Q969H0; in the data active = normalized activity above about 1.9%;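 also: purified mutant Fbw7 with reduced substrate affinity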
MITF inh = MITF inhibitors, primary screen, biochemical, AlphaScreen, human; Microphthalmia-associated transcription factor (Homo sapiens), O75030; AlphaScreen MITF homodimerization, bead proximity signal; inhibition, % at 2.6 µM; 0.91% of 650,000 active; AID 1259374, 2018; in the data active = inhibition above about 50%;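 also: 0% = vehicle wells with protein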
Target sequence (O75030 whole entry, looked up): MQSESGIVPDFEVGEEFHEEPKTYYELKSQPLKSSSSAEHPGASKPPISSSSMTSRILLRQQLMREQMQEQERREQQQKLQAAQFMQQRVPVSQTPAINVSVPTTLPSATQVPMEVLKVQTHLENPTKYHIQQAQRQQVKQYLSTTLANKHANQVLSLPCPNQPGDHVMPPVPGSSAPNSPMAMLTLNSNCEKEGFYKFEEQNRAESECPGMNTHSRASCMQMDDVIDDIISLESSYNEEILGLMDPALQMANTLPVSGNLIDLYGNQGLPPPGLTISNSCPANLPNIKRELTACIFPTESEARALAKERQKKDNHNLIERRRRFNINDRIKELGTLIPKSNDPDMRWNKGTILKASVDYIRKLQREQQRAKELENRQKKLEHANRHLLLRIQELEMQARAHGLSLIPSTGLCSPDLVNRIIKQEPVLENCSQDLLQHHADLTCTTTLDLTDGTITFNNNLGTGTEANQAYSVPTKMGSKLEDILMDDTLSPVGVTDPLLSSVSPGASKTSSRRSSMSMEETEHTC
The depositor's hits bear a star; nt = not tested or not shown; & = joins results of further samples.

The line under a structure holds: GPR151 activ | TEAD-YAP inh | FBW7 activator | MITF inh
- CC(=O)Nc1ccc2c(COC(=O)C(O)(c3ccccc3)c3ccccc3)cc(=O)oc2c1
→ 1.1 | -26 | -0.2 | -35
- Cc1nc2c(Cl)cc(Cl)cc2c(=O)n1-c1ccccc1
→ -0.4 | 2 | -0.1 | -3
- O=C(c1ccc(N2CC3CC(C2)c2cccc(=O)n2C3)c([N+](=O)[O-])c1)N1CCCC1 (stereo not drawn)
→ 0.4 | 1 | 0.7 | 8
- O=C(CN1CCCC1=O)NCCc1ccccc1
→ 1.9 | 2 | -0.2 | -2
- CC(=O)OC1(c2ccc(C)cc2)CN2CCC1c1ccccc12 (stereo not drawn)
→ -0.3 | 3 | 0.1 | -2
- CC1CN(c2ccc([N+](=O)[O-])c(N3CCOCC3)c2)CCN1 (stereo not drawn)
→ -1.3 | 8 | 0.1 | 14
- CN1c2ccccc2N(C)C1c1cccnc1
→ -0.7 | 8 | 0.2 | 7
- CN1C(=O)N(CC(=O)c2ccccc2)C(=O)C(C)(C2=CCCCC2)C1=O (stereo not drawn)
→ 1.3 | -9 | -0.1 | 0
- COC(=O)c1c(N)n(Cc2ccccc2)c2nc3ccccc3nc12
→ 1.2 | 20 | 0.5 | -1
- Cc1nn(-c2ccccc2)c(C)c1P(=S)(N1CCCC1)C(C)(C)C (stereo not drawn)
→ 0.2 | -13 | 0.1 | 19
- O=C(NCc1ccccc1Cl)C(Cl)(Cl)Cl
→ 0.9 | 7 | 0.0 | 1
- CCc1c(C(=O)NC2CC2)c(=O)cc(C)n1CC1CCCN1CC (stereo not drawn)
→ 2.0 | -9 | 0.0 | -5
- C[C@@H]1C[C@H]2CC[C@H](O2)[C@H](C)C(=O)O[C@@H](C)C[C@@H]2CC[C@@H](O2)[C@@H](C)C(=O)O[C@H](C)C[C@H]2CC[C@H](O2)[C@H](C)C(=O)O[C@@H](C)C[C@@H]2CC[C@@H](O2)[C@@H](C)C(=O)O1
→ 1.0 | 95* | 0.0 | 16
- CCCCCCCCCCCCCC(=O)O[C@@H]1[C@@H](C)[C@@]2(O)[C@@H](C=C(CO)C[C@@]3(O)C(=O)C(C)=C[C@@H]23)C2C(C)(C)[C@@]21OC(C)=O (stereo partly drawn)
→ -0.1&-0.3&1.1 | -9&-71&-61 | 0.1&0.0&-0.2 | 10&-19&4
- COc1ccc(CN2CCN(c3ccccc3C)CC2)c(OC)c1
→ -0.8 | 1 | 0.0 | 40
- CCC(Oc1ccc(Cl)cc1)C(=O)OC1CC2CCC(C1)N2C (stereo not drawn)
→ -0.4 | nt | -0.1 | 1
- Cc1cc(N2C(=O)CC(N3CCC(n4c(=O)[nH]c5ccccc54)CC3)C2=O)no1 (stereo not drawn)
→ -1.1 | -2 | -0.1 | -16
- CC(=O)N1CCC2(CC1)OCc1cc(-c3ccc(C)o3)ccc1O2
→ -1.7 | -3 | 0.0 | -16
- C[C@@H]1CC[C@H]2[C@H](C)[C@H]3CC[C@@]4(O)[C@@H]5CC(=O)[C@H]6CC(=O)CC[C@]6(C)[C@H]5C[C@H]4[C@@H]3CN2C1
→ -1.7 | -5 | 0.0 | 15
- CCOC(=O)C1(c2ccccc2)CCN(CC(=O)Nc2cccc3ccccc23)CC1
→ 1.3 | 9 | -0.1 | 6

Compounds from the list above that have nitrogen in an aromatic ring, in the order listed:
The line under a structure holds: GPR151 activ | TEAD-YAP inh | FBW7 activator | MITF inh
- Cc1nc2c(Cl)cc(Cl)cc2c(=O)n1-c1ccccc1
→ -0.4 | 2 | -0.1 | -3
- O=C(c1ccc(N2CC3CC(C2)c2cccc(=O)n2C3)c([N+](=O)[O-])c1)N1CCCC1 (stereo not drawn)
→ 0.4 | 1 | 0.7 | 8
- CN1c2ccccc2N(C)C1c1cccnc1
→ -0.7 | 8 | 0.2 | 7
- COC(=O)c1c(N)n(Cc2ccccc2)c2nc3ccccc3nc12
→ 1.2 | 20 | 0.5 | -1
- Cc1nn(-c2ccccc2)c(C)c1P(=S)(N1CCCC1)C(C)(C)C (stereo not drawn)
→ 0.2 | -13 | 0.1 | 19
- CCc1c(C(=O)NC2CC2)c(=O)cc(C)n1CC1CCCN1CC (stereo not drawn)
→ 2.0 | -9 | 0.0 | -5
- Cc1cc(N2C(=O)CC(N3CCC(n4c(=O)[nH]c5ccccc54)CC3)C2=O)no1 (stereo not drawn)
→ -1.1 | -2 | -0.1 | -16

Next records follow.
The line under a structure holds: GPR151 activ | TEAD-YAP inh | FBW7 activator | MITF inh
- CC(C)N1CCN(Cc2ccc(F)cc2)CC1
→ 0.9 | 6 | -0.1 | 55*
- Cc1ccc(NC2=NCCCS2)cc1Cl
→ -1.5 | -10 | 0.2 | 10
- Cc1[nH]c2ccc([N+](=O)[O-])cc2c1CCN
→ -0.9 | 13 | 0.5 | 19
- CCOC(=O)CC1=C(C(=O)OCC)C2(C(=O)N(C)c3ccccc32)C(C#N)=C(N)O1 (stereo not drawn)
→ -0.5 | 2 | -0.2 | -2
- N#CC1=C(N)Oc2c(c(=O)oc3ccccc23)C1c1ccc2c(c1)OCO2 (stereo not drawn)
→ -0.5 | 3 | 0.2 | -6
- O=C(NCC(c1cccnc1)N1CCOCC1)Oc1ccccc1 (stereo not drawn)
→ -2.1 | 2 | 0.2 | 3
- CCOC(=O)C1=C(N)OC(C)=C(C(=O)OCc2ccccc2)C12C(=O)N(C)c1ccccc12 (stereo not drawn)
→ -1.1 | -3 | 0.1 | 28
- O=[N+]([O-])/C=C/c1ccc(OCc2ccc(F)cc2)cc1
→ -4.8 | -35 | -0.1 | -2
- C=CCN1C(=O)/C(=C\c2ccc(N3CCOCC3)o2)C(=O)NC1=S
→ 0.0 | -3 | -0.1 | 4
- O=c1cccc2n1CC1CC2CN(Cc2cc(Cl)ccc2O)C1 (stereo not drawn)
→ -0.3 | 9 | 0.1 | -3
- Fc1ccc(CN2CCN(c3ccccc3F)CC2)cc1
→ 1.4 | -4 | -0.3 | 31
- O=c1c2ccccc2nc(/C=C/c2ccc([N+](=O)[O-])o2)n1-c1cccc(O)c1
→ -0.4 | 34* | -0.1 | 3
- O=c1[nH]c2ccccc2n1CCCN1CCC(n2c(=O)[nH]c3cc(Cl)ccc32)CC1
→ 2.0&-0.8&2.5 | 6&5 | 0.5&-0.1&0.0 | 16&5&21
- Cc1ccc(OCc2c(C(=O)NCC3CCCO3)c(=O)cc(C)n2Cc2ccccn2)cc1 (stereo not drawn)
→ 1.1 | 11 | 0.0 | 11
- COC(=O)C1C2c3ccccc3OC1(C)N=c1s/c(=C\c3ccccc3F)c(=O)n12 (stereo not drawn)
→ -0.9 | -2 | 0.0 | 2
- Cc1ccc(CN2CCN(C(C)C)CC2)cc1
→ -0.4 | 7 | 0.0 | 54*
- COCCNCCOc1ccc(C(C)(C)c2ccccc2)cc1
→ -2.1 | 1 | 0.0 | -2
- CC(C)NC(=O)c1ccc(N2CC3CC(C2)c2cccc(=O)n2C3)c([N+](=O)[O-])c1 (stereo not drawn)
→ -2.4 | 1 | 0.0 | 9
- CCOc1c(P(=S)(N(C)C)N(C)C)c(C)nn1-c1ccccc1
→ -1.6 | -2 | 0.0 | -12
- CCNc1cc(Cl)c2nonc2c1[N+](=O)[O-]
→ -2.2 | 8 | 0.1 | 11

Rewritten as labelled records: part of the list above
C=CCN1C(=O)/C(=C\c2ccc(N3CCOCC3)o2)C(=O)NC1=S
  GPR151 activ: 0.0	TEAD-YAP inh: -3	FBW7 activator: -0.1	MITF inh: 4
O=c1cccc2n1CC1CC2CN(Cc2cc(Cl)ccc2O)C1 (stereo not drawn)
  GPR151 activ: -0.3	TEAD-YAP inh: 9	FBW7 activator: 0.1	MITF inh: -3
Fc1ccc(CN2CCN(c3ccccc3F)CC2)cc1
  GPR151 activ: 1.4	TEAD-YAP inh: -4	FBW7 activator: -0.3	MITF inh: 31

Continuation:
The line under a structure holds: GPR151 activ | TEAD-YAP inh | FBW7 activator | MITF inh
- CCCn1c(C(=O)c2ccc(OC)cc2)nc2ccccc21
→ -1.3 | 3 | 1.4 | 3
- Cc1ccc(N2C(=O)NC(=O)/C(=C/c3ccc([N+](=O)[O-])o3)C2=O)cc1
→ 0.2 | 0 | -0.2 | 70*
- O=C(c1cnn2c(C(F)(F)F)cc(-c3ccccc3)nc12)N1CCC2(CC1)OCCO2
→ -1.5 | 9 | 0.4 | 13
- CC12Cc3cn[nH]c3C[C@@H]1CC[C@@H]1[C@@H]2CCC2(C)[C@H]1CC[C@]2(C)O (stereo partly drawn)
→ 0.3 | -2 | 0.1 | 11
- C[N+](C)(C)CC(=O)O
→ -0.4&4.7&0.4 | -2&-4&4 | 0.2&0.0&0.0 | 10&-4&13
- COc1cc(C)c(/C=C/[N+](=O)[O-])cc1C(C)C
→ -0.2 | 37* | 0.0 | -9
- CN(C)CCOC(=O)NC(OCCN(C)C)C(Cl)(Cl)Cl (stereo not drawn)
→ 1.9 | -3 | -0.1 | 3
- CN1CCC(O)(c2ccc(Cl)cc2)C(C(=O)c2ccc(Cl)cc2)C1 (stereo not drawn)
→ 0.4 | 6 | 0.5 | 8
- CC(C)(O)[C@@H]1[C@H]2OC(=O)[C@@H]1C1(O)C[C@H]3O[C@]34C(=O)O[C@H]2[C@]14C (stereo partly drawn) (tested in a mixture with another compound)
→ -0.1 | 0 | 0.0 | -23
- CN/C(=C/[N+](=O)[O-])NCc1ccc(Cl)nc1
→ 0.0 | 3 | 0.0 | 6
- CC(=O)Nc1ccc([N+](=O)[O-])c(C(F)(F)F)c1
→ 1.1 | 3 | 0.0 | -9
- COC(=O)c1ccc(Cn2cc(C=O)c3ccccc32)o1
→ -1.5 | -12 | 0.6 | 21
- Cc1cccc(CN2CCN(C(=O)Cc3ccccc3)CC2)c1
→ 0.7 | 6 | -0.1 | 37
- COc1ccc(-n2c(/C=C/c3ccc(O)c(OC)c3)nc3ccccc3c2=O)cc1
→ 1.0 | 27 | 0.0 | -7
- O=C(Nc1ccccc1)N1CNC(=N[N+](=O)[O-])NC1
→ 3.4 | -4 | 0.2 | -3
- O=C1NC(=S)N(c2cccc(F)c2)C(=O)/C1=C/c1ccc(Br)o1
→ -1.0 | 4 | -0.1 | 84*
- C=CCN1C(=O)/C(=C/c2ccc(Cl)cc2Cl)C(=O)NC1=S
→ 9.1* | 4 | -0.5 | 9
- C=CCOc1ccccc1CNCCc1ccc(OC)cc1
→ 1.5 | 1 | 0.0 | 16
- CCCCCCCCCCCCCCCCOC[C@H](COP(=O)(O)OCC[N+](C)(C)C)OC(C)=O
→ 0.4 | nt | nt | -6
- O=C(Cc1ccccc1)N1CCN(C2CCCCCC2)CC1
→ 2.2 | -57 | 0.2 | 40

An excerpt from above, reduced to GPR151 activ, MITF inh and TEAD-YAP inh:
SMILES,GPR151 activ,MITF inh,TEAD-YAP inh
Cc1ccc(N2C(=O)NC(=O)/C(=C/c3ccc([N+](=O)[O-])o3)C2=O)cc1,0.2,70*,0
CN(C)CCOC(=O)NC(OCCN(C)C)C(Cl)(Cl)Cl (stereo not drawn),1.9,3,-3
CN/C(=C/[N+](=O)[O-])NCc1ccc(Cl)nc1,0.0,6,3

The results go on:
The line under a structure holds: GPR151 activ | TEAD-YAP inh | FBW7 activator | MITF inh
- O=c1c2ccccc2nc(/C=C/c2ccc([N+](=O)[O-])cc2)n1-c1cc(Cl)ccc1Cl
→ 0.2 | 7 | 0.0 | 10
- O=[N+]([O-])c1ccc(NCC(c2ccco2)N2CCCCC2)c2ccncc12 (stereo not drawn)
→ -0.8 | 0 | 0.2 | 2
- CCCCn1c(C)c(C(=O)OCC)c2cc(OC(=O)C(C)C)c3ccccc3c21
→ -1.1 | 5 | 0.1 | 2
- Cc1ccc(CN2CCN(Cc3ccccc3Cl)CC2)cc1
→ 0.7 | -8 | 0.0 | 59*
- CN1CCN(c2cc3[nH]c(=S)[nH]c3cc2F)CC1
→ 0.5 | -8 | -0.2 | -8
- Cc1ccc(C2=NC3(CCNCC3)NC2=O)cc1
→ -0.7 | -3 | -0.1 | 2
- O=C(Nc1ccc(I)cc1Cl)C(Cl)(Cl)Cl
→ -0.2 | 6 | -0.1 | -3
- CC(Cc1cccnc1)NC1CCN(c2ccc(NC(=O)C3CCCC3)cc2)CC1 (stereo not drawn)
→ -1.0 | 1 | 0.5 | 11
- C=CCN1C(=O)C2(C(C#N)=C(N)Oc3ccccc32)C(C(C)=O)=C1C (stereo not drawn)
→ -1.1 | 6 | 1.4 | 18
- CCCCC/C=C\C=C\[C@H](CCCCCCCC(=O)O)OO
→ 0.1 | nt | nt | 0
- Cc1cccc(-n2c(-c3ccccc3C)nc3ccccc3c2=O)c1
→ 2.9 | -3 | -0.2 | 0
- CCOC(=O)C(C)N1C(=O)CN=C(c2ccccc2)c2c1sc(C)c2C (stereo not drawn)
→ 0.3 | -5 | 0.0 | 3
- Cc1ccc2c(c1)c(=O)c1c3n2CCNC3CC1 (stereo not drawn)
→ -1.3 | 27 | 1.7 | 8
- Cc1ccc2c(c1)C1CN(C)CCC1N2C(=O)Nc1cccc(C(F)(F)F)c1 (stereo not drawn)
→ 3.2 | -1 | -0.2 | -10
- CNCC/C=C/c1cccnc1
→ 1.5 | nt | -0.1 | -9
- CCc1ccc(CN2CCN(C(=O)Cc3ccccc3)CC2)cc1
→ 0.5 | 11 | 0.1 | 33

Individual results from the results shown.
Entry of Cc1cccc(-n2c(-c3ccccc3C)nc3ccccc3c2=O)c1 in TEAD-YAP inh: -3
Entry of Cc1ccc(CN2CCN(Cc3ccccc3Cl)CC2)cc1 in MITF inh: 59*

These rows are one share of the data; the hit share may differ from the screen's.
